# MITF inh = MITF inhibitors, primary screen, biochemical, AlphaScreen, human; Microphthalmia-associated transcription factor (Homo sapiens), O75030; AlphaScreen MITF homodimerization, bead proximity signal; inhibition, % at 2.6 µM; 650,000 tested, 0.91% active; in the data active = inhibition above about 50%;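 also: 0% = vehicle wells with protein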
# Target sequence (O75030 whole entry, looked up): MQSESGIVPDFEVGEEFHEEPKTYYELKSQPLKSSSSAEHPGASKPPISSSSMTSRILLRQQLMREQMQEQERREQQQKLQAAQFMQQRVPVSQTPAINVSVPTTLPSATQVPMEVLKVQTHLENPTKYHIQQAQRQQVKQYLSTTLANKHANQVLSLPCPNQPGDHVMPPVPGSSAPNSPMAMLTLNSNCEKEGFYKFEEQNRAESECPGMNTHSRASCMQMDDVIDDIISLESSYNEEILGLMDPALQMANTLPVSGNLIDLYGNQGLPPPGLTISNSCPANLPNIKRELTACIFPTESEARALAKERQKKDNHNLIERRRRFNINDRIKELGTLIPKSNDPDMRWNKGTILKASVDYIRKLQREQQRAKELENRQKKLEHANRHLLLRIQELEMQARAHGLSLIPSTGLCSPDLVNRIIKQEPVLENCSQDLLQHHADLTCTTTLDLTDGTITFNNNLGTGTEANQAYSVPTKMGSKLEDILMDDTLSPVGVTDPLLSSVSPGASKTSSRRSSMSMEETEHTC
# TEAD-YAP inh = TEAD-YAP interaction inhibition, primary screen, TEAD-YAP interaction inhibitor project, luminescence, HEK-TIYL cells | TEAD-Gal4/YAP UAS-luciferase luminescence | inhibition, % at 9.12 µM | 640,000 tested, 1.4% active | AID 1259422, 2018; in the data active = inhibition above about 32%;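 also: 0% = median of test compound wells and 100% = reference inhibitor wells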
# FBW7 activator = FBW7 E3 ligase activators, primary screen, biochemical, AlphaScreen, human. F-box/WD repeat-containing protein 7 (Homo sapiens), Q969H0. AlphaScreen FBW7–phospho-cyclin E peptide binding, activator screen. normalized activity (activation), % at 26.1 µM. 650,000 tested, 0.13% active; in the data active = normalized activity above about 1.9%;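 also: purified mutant Fbw7 with reduced substrate affinity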
# GPR151 activ = activators of human GPR151, primary screen, cell-based, PathHunter beta-arrestin, luminescence; PathHunter beta-arrestin GPR151 cells; activation, % at 11.2 µM; 650,000 tested, 1% active; in the data active = activation above about 4.9%;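 also: 0% = median of compound wells and 100% = cells with positive control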
# Target sequence (Q8TDV0 whole entry, looked up): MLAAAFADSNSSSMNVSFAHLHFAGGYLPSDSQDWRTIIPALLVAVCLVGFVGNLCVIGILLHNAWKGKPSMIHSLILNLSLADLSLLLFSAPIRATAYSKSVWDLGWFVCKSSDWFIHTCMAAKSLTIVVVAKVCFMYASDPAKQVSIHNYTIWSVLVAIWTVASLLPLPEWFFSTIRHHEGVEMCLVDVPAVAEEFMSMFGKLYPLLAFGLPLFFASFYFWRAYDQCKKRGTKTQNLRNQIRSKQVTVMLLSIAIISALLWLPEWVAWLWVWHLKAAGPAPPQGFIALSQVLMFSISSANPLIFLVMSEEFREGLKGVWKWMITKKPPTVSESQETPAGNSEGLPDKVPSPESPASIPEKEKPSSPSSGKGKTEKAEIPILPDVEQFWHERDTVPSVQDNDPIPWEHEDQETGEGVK
# Numbers without * were called inactive.
SMILES,MITF inh,TEAD-YAP inh,FBW7 activator,GPR151 activ
COC(=O)c1cc2ccsc2n1Cc1ccc([N+](=O)[O-])cc1,8.0,-6.3,-0.3,-0.6
O=C(NNS(=O)(=O)c1ccc(F)cc1)c1cccc(O)c1,2.0,4.5,-0.1,0.9
Cc1cc(Cl)ccc1C(=O)C1CCCN(C(=O)CCn2ccnc2C)C1 (stereo not given),6.5,-7.5,-0.1,0.0
O=C1NC(=S)N/C1=C/c1ccc(OCc2ccc(Cl)cc2Cl)cc1,-8.9,-1.6,-0.1,0.2
COc1ccc(NC(=O)NNC(=O)c2ccc(Cl)cc2Cl)cc1OC,-5.5,-6.8,-0.1,-3.0
CCOc1ccc(NC(=O)CN2C(=O)C3CCCN3C2=O)cc1 (stereo not given),8.0,-15.2,0.2,1.6
COc1ccc(-n2nc3c(c2NC(=O)c2ccccc2I)CS(=O)(=O)C3)cc1,12.3,-22.6,0.7,-1.2
Nc1nnc(SCC(=O)c2cccs2)s1,2.7,-15.6,0.0,-1.1
CCc1cc2c(cc1C(C)O)OCCO2 (stereo not given),-4.2,3.2,0.0,0.2
O=C(CN1C(=O)c2ccccc2C1=O)NCC1(c2cccs2)CCCCC1,7.9,-6.2,0.1,1.5
COC(=O)c1ccc(C2c3c(oc4ccccc4c3=O)C(=O)N2c2nncs2)cc1 (stereo not given),18.4,4.0,-0.2,-0.3
O=C(Nc1ccc(Cl)cc1)N1CCC2(CC1)OCCO2,17.9,-28.6,0.3,-0.1
CCOc1ccc(S(=O)(=O)N2CCOCC2)c(C)c1C,1.1,-7.6,0.0,-0.5
CC(C)n1ccc(C(=O)NCc2ccc(OCc3ccccc3)cc2)n1,5.1,1.0,0.1,-0.2
O=C(c1ccc(F)cc1F)N1CCCC(c2nc(-c3ccc(F)cc3)no2)C1 (stereo not given),8.9,-3.3,-0.1,1.3
COc1ccc(C2=C(c3ccc(OC)cc3)C3(c4ccccc4)C(=O)C2(c2ccccc2)C2C(=O)N(c4cc(Cl)ccc4C)C(=O)C23)cc1 (stereo not given),15.5,2.0,0.2,0.0
CCN1CCCC1CNC(=O)c1nn(C)c2c1CSc1ccccc1-2 (stereo not given),11.3,5.2,-0.2,0.1
O=C(CCCCCNS(=O)(=O)c1ccc(Br)cc1)N1CCC2(CC1)OCCO2,-10.8,5.6,0.0,-0.3
CC1=C(C(N)=O)C(c2cccc(O)c2)n2nc(-c3ccccc3Cl)nc2N1 (stereo not given),-5.9,5.7,0.0,1.1
c1ccc2[nH]c(CNc3cc(Nc4ccc(N5CCOCC5)cc4)ncn3)nc2c1,-2.0,-15.3,-0.2,-1.3
Cc1ccc(C2C3=C(CC(C)(C)CC3=O)N=C3c4ccccc4C(=O)C32)cc1 (stereo not given),8.0,12.7,-0.1,-0.6
Cc1ccc(-c2[nH]nc3c2C(c2ccccc2OCc2ccc(F)cc2)C(C#N)=C(N)O3)cc1 (stereo not given),2.3,5.0,-0.2,2.2
CCc1nnc(NS(=O)(=O)c2ccc(NC(=O)c3cccc(Cl)c3)cc2)s1,1.0,-3.2,0.0,0.9
Cc1cccn2c(=O)c(/C=C3\SC(=S)N(C4CCCCC4)C3=O)c(NCCO)nc12,-4.8,-11.8,-0.1,3.2
COc1ccc(C2CC(C(F)(F)F)n3ncc(C(=O)Nc4cccc(C)c4)c3N2)cc1OC (stereo not given),-14.6,-11.9,0.0,0.3

# (cont.)
SMILES,MITF inh,TEAD-YAP inh,FBW7 activator,GPR151 activ
CCCNC(=O)C(=O)Nc1c(O)c2ccccc2[nH]c1=O,3.1,4.7,0.2,-1.8
COc1ccc(CC(=O)N2CCCC(c3c(S(C)(=O)=O)cnc4ncnn34)C2)cc1 (stereo not given),7.5,-3.7,0.8,0.3
Cc1cccc(CN2CCN(C3CSCCSC3)CC2CCO)n1 (stereo not given),-6.0,8.4,0.1,1.0
CCC(CO)Nc1nc(C)nc2sc3c(c12)CCCC3 (stereo not given),5.6,-3.9,0.1,0.2
O=C(Nc1ccccc1)c1ccnc(-c2cccs2)c1,40.5,-2.1,-0.1,-1.1
CCN(CC)CCNC(=O)/C(=C/c1cccnc1)NC(=O)c1ccccc1,42.7,4.2,-0.1,0.2
COCCNC(=O)C(=O)NCC1OCCN1S(=O)(=O)c1ccc(OC)c(OC)c1 (stereo not given),2.4,1.1,0.2,1.7
O=C1c2ccc(-c3nc4ccccc4c(=O)o3)cc2C(=O)N1c1ccc(-c2ccc([N+](=O)[O-])cc2)cc1,1.3,-1.9,0.5,-0.3
N#CCCC1(CCC#N)c2ccccc2-c2ncccc21,-0.9,-7.8,-0.1,-0.5
Cc1c(C)c(C)c(S(=O)(=O)NCC(c2cccn2C)N2CCCC2)c(C)c1C (stereo not given),17.4,-13.0,0.5,-1.0
Cc1cc(C)cc(CN2CCN(c3cccc(S(C)(=O)=O)c3)C2=O)c1,4.7,-18.6,-0.1,-0.4
CCOC(=O)c1sc2nc(CC(=O)OC)nc(NCc3ccc(F)cc3)c2c1C,10.2,13.9,0.2,1.6
O=S(=O)(Nc1ccc(Cc2ccncc2)cc1)c1cccs1,10.2,-5.2,0.1,0.4
CN(/N=C/c1ccc([N+](=O)[O-])o1)c1ccccc1,13.4,-7.2,-0.2,0.6
CC(=O)Nc1ccc(N2C(=O)CC(NC3CCCC(C)C3C)C2=O)cc1 (stereo not given),8.5,-2.3,0.1,4.1
COc1ccc(-c2nc(Nc3ccc(Oc4ccccc4)cc3)c3ncn(C(C)C)c3n2)cn1,-9.0,-4.3,-0.1,-0.2
Nc1nc(NCCCN2CCCC2=O)cc(N2CCN(Cc3ccc4c(c3)OCO4)CC2)n1,6.6,-5.1,-0.2,0.1
Cc1ccc(NC(=O)CN(c2ccc(C(C)C)cc2)S(=O)(=O)c2c(C)n[nH]c2C)cc1,-1.2,-1.1,-0.3,0.1
CC[n+]1c(I)ccc2cc(OC)ccc21,-1.3,-1.5,-0.2,1.7
O=Cc1ccc(OCC(=O)N2CCc3ccccc32)cc1,-2.3,-9.3,0.0,0.7
Cc1nc(-c2cccs2)c(CC(=O)O)s1,21.8,14.5,0.5,-1.6
CCOC(=O)c1[nH]c2c(C)cc3oc(=O)cc(C)c3c2c1-c1ccccc1,-0.7,-33.5,0.0,1.7
CC(C)c1ccc(N2CC(C(=O)Nc3ccc(Br)cc3Br)CC2=O)cc1 (stereo not given),-9.7,5.8,0.1,-0.6
COc1ccc(-c2c(C)nn3c(N4CCC(O)CC4)c4c(nc23)CCC4)cc1,20.1,10.5,0.0,0.6
Cc1ccc2c(C)nc(N3CCCC(C(=O)N4CC[C@@H](O)C4)C3)nc2c1 (stereo not given in full),3.4,-3.2,-0.1,2.6

# Continued.
SMILES,MITF inh,TEAD-YAP inh,FBW7 activator,GPR151 activ
CCOC(=O)C1=C(C)N=c2s/c(=C/c3cc(C)n(-c4ccc(F)cc4)c3C)c(=O)n2C1c1ccccc1 (stereo not given),-8.3,-6.1,0.0,0.8
COc1ccc(N2C(N)=C(C#N)C(c3ccccc3)C3=C2CCCC3=O)cc1 (stereo not given),3.9,44.1*,0.1,0.2
CSc1ccccc1CNC(=O)c1ccc(C)nc1NCc1cccnc1,-12.3,-1.7,0.6,-1.3
CN1C(=O)C2(NC(CCC(=O)O)C3C(=O)N(c4ccccc4)C(=O)C32)c2ccccc21 (stereo not given),2.5,-5.0,0.2,0.4
COc1ccc(NC(=O)/C(=C\c2ccccc2)NC(=O)c2ccccc2)cc1,8.6,4.6,0.2,0.1
CCCCC(=O)Nc1ccc(NC(=O)c2cnccn2)cn1,-3.0,-8.5,-0.2,-0.8
COc1ccc(N2C(=O)/C(=C\c3ccc(C)s3)C(=O)NC2=S)cc1,23.6,2.6,-0.1,-1.9
CC(C)c1ccccc1NC(=O)COC(=O)/C(C#N)=C/c1ccc2c(c1)OCO2,-6.2,0.4,0.1,-1.6
O=C(CSc1nc2ccsc2c(=O)n1Cc1ccccn1)c1ccc(Cl)c(Cl)c1,6.4,-12.1,-0.1,0.3
COc1ccc(C(NC(=O)CNC(C)=O)C(=O)Nc2ccc3c(c2)OCO3)cc1 (stereo not given),16.8,5.3,-0.1,2.2
CNc1nc(-c2ccccc2)[n+](-c2ccc(C)cc2)s1,-5.1,-24.5,-0.1,-0.3
O=C(NCC1CCCN(S(=O)(=O)c2ccsc2)C1)c1ccco1 (stereo not given),1.9,-1.4,0.2,1.3
CCOC(=O)C1=C(C)N=c2s/c(=C/c3cc(I)c(O)c(OCC)c3)c(=O)n2C1c1ccc2c(c1)OCO2 (stereo not given),13.8,5.6,0.5,-0.8
COc1c(S(=O)(=O)N2CCc3ccccc3C2)ccc(Cl)c1Cl,7.3,-5.7,0.2,2.1
COc1ccc2nc(N=Nc3c(O)[nH]c(=O)[nH]c3=O)sc2c1,14.6,4.3,0.1,-1.7
COc1ccccc1/C=C/C(=O)NCC(=O)N/N=C/c1ccc(C)o1,5.5,3.1,0.0,0.7
Cc1ccc2[nH]c3c(=O)n(CCCN4CCN(C)CC4)cnc3c2c1,-15.4,-9.4,-0.3,0.4
O=C(CNC(=O)c1ccc(Cl)cc1)c1ccccc1,-11.6,-48.2,0.0,-0.2
CCc1ccc(Cn2cnc3sc(C)c(C)c3c2=O)cc1,11.7,0.8,0.1,0.3
Cc1nc(SCC(=O)CC(=O)OC(C)C)c(C#N)c(C)c1C,-0.4,1.6,0.0,-1.5
O=c1[nH]nc(N/N=C/c2ccccc2OC(F)F)c(=O)[nH]1,-4.1,0.4,-0.2,-3.2
c1ccc(-c2cnnc(N3CCCC3)n2)cc1,-3.4,-18.7,0.1,0.0
Cc1c(C(=O)N2CCN(C3CCCCC3)CC2)sc2ncnc(NCC3CCCO3)c12 (stereo not given),12.3,6.7,0.0,0.2
COc1ccc2[nH]c3sc(C)nc3c2c1,2.0,-38.5,-0.4,-1.4
CC1=NN(c2cc(Cl)ccc2Cl)C(=O)/C1=C\c1cccn1-c1ccc(S(N)(=O)=O)cc1,5.6,-3.2,-0.2,-0.8

# Continued:
SMILES,MITF inh,TEAD-YAP inh,FBW7 activator,GPR151 activ
Cc1ccc(-n2ncc3c(=O)n(CC(=O)N(C)C)cnc32)cc1C,23.3,-22.1,0.8,2.2
COCC(C)NC(=O)Cn1c(=O)oc2ccccc21 (stereo not given),12.6,-2.3,-0.1,-0.8
COc1ccc(C(=O)COC(=O)c2cc(-c3cccnc3)nc3ccccc23)c(OC)c1,3.4,4.0,0.1,1.1
O=C1c2cccc3cccc(c23)C(=O)N1c1ccc(F)cc1F,-14.0,-0.7,0.0,0.4
COc1cc(CN2CCC3(CC2)NC(=O)c2ccccc2O3)ccc1O,10.4,6.0,0.0,3.4
Cc1ccccc1NC(=O)c1sc2nc3c(cc2c1N)C(=O)CCC3,2.1,39.0*,0.0,1.5
COc1ccc(-c2noc(=O)n2Cc2ccccc2Cl)cc1,10.4,16.6,0.1,0.6
N[C@H](Cc1cccc(C(F)(F)F)c1)c1nc2ccc(-c3cn[nH]c3)cc2c(=O)[nH]1,3.9,18.8,-0.5,-1.6
O=C(Nc1cccc(Cl)c1)c1cc2nc(-c3ccco3)cc(C(F)(F)F)n2n1,-1.1,-1.0,-0.1,-0.1
O=C1c2cc(Cl)c(Cl)cc2C(=O)N1CNc1cccc(Cl)c1Cl,-5.1,-0.5,0.1,0.3
Cc1cccc(C(=O)N/C(=C/c2ccc3c(c2)OCO3)C(=O)O)c1,10.7,-11.5,1.3,-0.3
COc1ccc(-c2nnc3ccc(SCC(N)=O)nn23)cc1OC,-7.9,-6.7,0.0,0.6
COc1cc(CNCCO)cc(Cl)c1OCc1cccs1,5.4,8.4,0.0,0.7
O=C(O)C1C2C=CC(C2)C1C(=O)Nc1ccc(I)cc1 (stereo not given),12.2,-1.7,-0.3,0.3
c1ccc(Oc2ccc(Nc3nc(-c4ccc5ccccc5c4)cs3)cc2)cc1,1.9,4.6,0.0,1.1

# As a working copy, some entries already given:
SMILES,MITF inh,TEAD-YAP inh,FBW7 activator,GPR151 activ
Cc1ccc(-n2ncc3c(=O)n(CC(=O)N(C)C)cnc32)cc1C,23.3,-22.1,0.8,2.2
COCC(C)NC(=O)Cn1c(=O)oc2ccccc21 (stereo not given),12.6,-2.3,-0.1,-0.8
COc1ccc(C(=O)COC(=O)c2cc(-c3cccnc3)nc3ccccc23)c(OC)c1,3.4,4.0,0.1,1.1
O=C1c2cccc3cccc(c23)C(=O)N1c1ccc(F)cc1F,-14.0,-0.7,0.0,0.4
COc1cc(CN2CCC3(CC2)NC(=O)c2ccccc2O3)ccc1O,10.4,6.0,0.0,3.4
Cc1ccccc1NC(=O)c1sc2nc3c(cc2c1N)C(=O)CCC3,2.1,39.0*,0.0,1.5
COc1ccc(-c2noc(=O)n2Cc2ccccc2Cl)cc1,10.4,16.6,0.1,0.6
N[C@H](Cc1cccc(C(F)(F)F)c1)c1nc2ccc(-c3cn[nH]c3)cc2c(=O)[nH]1,3.9,18.8,-0.5,-1.6
O=C(Nc1cccc(Cl)c1)c1cc2nc(-c3ccco3)cc(C(F)(F)F)n2n1,-1.1,-1.0,-0.1,-0.1
O=C1c2cc(Cl)c(Cl)cc2C(=O)N1CNc1cccc(Cl)c1Cl,-5.1,-0.5,0.1,0.3
Cc1cccc(C(=O)N/C(=C/c2ccc3c(c2)OCO3)C(=O)O)c1,10.7,-11.5,1.3,-0.3

# Source: PubChem (The Scripps Research Institute Molecular Screening Center)
